VIM-2 inhibitor = VIM-2 metallo-beta-lactamase inhibitors, primary screen, biochemical, epi-absorbance readout, Pseudomonas aeruginosa enzyme. purified VIM-2, nitrocefin hydrolysis, epi-absorbance fluorescence. inhibition, % at 5.6 µM. hit rate 0.89% among 290,000. AID 1527, 2009;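 active means inhibition above the mean of all tested compounds plus 3 SD, cutoff set per screening run, cut at about 7.5% in these data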;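 further: red hydrolysis product quenches plate fluorescence so inhibitors raise well fluorescence; 0% = enzyme with DMSO and 100% = DMSO without enzyme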
IDE cell activ = human IDE activators in live cells, primary screen, fluorescence polarization, HEK cells, FAbeta-B substrate; AID 493087, 2011; FAbeta-B cleavage; 0% vehicle, 100% cell-free pure enzyme wells; Insulin-degrading enzyme (Homo sapiens), P14735; activation, % at 5.96 µM; hit rate 0.073% among 340,000;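 active means activation above the mean of all tested compounds plus 3 SD, set per screening campaign, cut at about 17% in these data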
Target sequence (P14735 whole entry, looked up): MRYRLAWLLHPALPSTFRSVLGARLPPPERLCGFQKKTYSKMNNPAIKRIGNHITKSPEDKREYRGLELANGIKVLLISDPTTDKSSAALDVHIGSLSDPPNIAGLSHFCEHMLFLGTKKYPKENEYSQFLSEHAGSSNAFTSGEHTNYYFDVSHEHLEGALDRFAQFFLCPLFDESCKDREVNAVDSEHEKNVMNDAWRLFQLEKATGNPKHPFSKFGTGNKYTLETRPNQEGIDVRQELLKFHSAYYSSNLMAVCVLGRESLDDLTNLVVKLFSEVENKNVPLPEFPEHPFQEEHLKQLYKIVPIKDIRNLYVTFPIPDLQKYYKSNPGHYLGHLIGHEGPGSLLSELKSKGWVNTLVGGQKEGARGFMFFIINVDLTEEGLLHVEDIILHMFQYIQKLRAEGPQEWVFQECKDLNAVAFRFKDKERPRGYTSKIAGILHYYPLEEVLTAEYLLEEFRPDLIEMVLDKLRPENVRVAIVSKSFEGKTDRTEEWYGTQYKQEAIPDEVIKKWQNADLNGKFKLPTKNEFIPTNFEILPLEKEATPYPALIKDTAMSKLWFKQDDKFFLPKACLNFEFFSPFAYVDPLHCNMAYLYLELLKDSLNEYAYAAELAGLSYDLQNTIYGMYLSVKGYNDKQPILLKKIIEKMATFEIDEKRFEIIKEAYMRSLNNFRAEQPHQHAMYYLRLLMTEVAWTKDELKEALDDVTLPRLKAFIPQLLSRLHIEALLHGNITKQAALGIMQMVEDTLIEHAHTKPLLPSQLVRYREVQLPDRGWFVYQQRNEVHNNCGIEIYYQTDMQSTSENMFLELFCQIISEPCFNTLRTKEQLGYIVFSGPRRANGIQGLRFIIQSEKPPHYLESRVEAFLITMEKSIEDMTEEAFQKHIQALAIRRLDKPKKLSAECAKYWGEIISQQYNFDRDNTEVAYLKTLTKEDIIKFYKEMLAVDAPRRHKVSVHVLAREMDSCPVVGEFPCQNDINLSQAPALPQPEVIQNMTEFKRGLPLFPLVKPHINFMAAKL
M18AAP inhibitor = PfM18AAP inhibitors, malaria aminopeptidase, primary screen, biochemical, QFRET, recombinant enzyme. inhibition, % at 7.35 µM. hit rate 1.2% among 290,000. H-Glu-NHMec fluorogenic cleavage. M18 aspartyl aminopeptidase (Plasmodium falciparum 3D7);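 active means inhibition above the campaign mean inhibition over all tested compounds plus 3 SD, cut at about 28% in these data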;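 further: 0% = plate median of test compound wells and 100% = 2 mM ZnCl2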
pCIP destab = p/CIP-EGFP fusion destabilizers, primary screen, fluorescence, F442A cells | Q05BA5 | 16 h | decrease of EGFP signal, % at 10 µM | hit rate 0.01% among 290,000 | AID 1984, 2009;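 active means EGFP signal decrease of at least 30% at 10 µM or well 3 SD below plate mean, unless failing retest; inactive means the rest, including hits failing retest or dose response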; further: some compounds called inactive have numbers as strong as hits; many of its hits are not listed in these tables
DNA FID counter = compounds displacing fluorescent DNA intercalator, primary screen, artefact control for HCV NS3 helicase inhibitor project, biochemical, FID fluorescence. inhibition, % at 7.9 µM. hit rate 0.17% among 290,000. DNA fluorescent intercalator displacement; in the data active means inhibition above about 37%;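 further: 0% = vehicle and 100% = reference compound; higher means more ethidium bromide displaced from hairpin DNA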
HCV NS3 hel inh = inhibitors of HCV NS3 helicase, primary screen, biochemical, Cy5 molecular beacon fluorescence; Hepatitis C virus NS3 helicase; NS3 helicase DNA unwinding; inhibition, % at 10.9 µM; hit rate 0.56% among 290,000;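 active means inhibition above the mean of all tested compounds plus 3 SD, set per campaign, cut at about 35% in these data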;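 further: 0% = DMSO wells and 100% = thioflavine S control wells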
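Control set: DMSO versus 110 µM thioflavine S; Material: NS3 helicase fragment of HCV; Measured by: Cy5 fluorescence at 0 and 60 min, beacon hairpin quenching; Read-out basis: percent inhibition from t60/t0 fluorescence ratio; Times: reaction time 60 min, 25 °C; Repeats: single replicate; Compound dosing: single dose, 10.9 µM nominal final, DMSO 0.8% final.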
UBC9 SUMO inh = inhibitors of in vitro SUMOylation cascade, primary screen, biochemical, HTRF, uHTS. hit rate 0.36% among 290,000. inhibition, % at 35 µM. AID 2006, 2009. HTRF SUMOylation assay, SAE1/SAE2 + UBC9; in the data active means inhibition above about 50%, passing the limit was not always enough; further: strong numbers were not always called active
IDE inh = human IDE inhibitors in live cells, primary screen, fluorescence polarization, HEK cells, FAbetaB substrate; FAbetaB cleavage; inhibition, % at 5.59 µM; hit rate 0.41% among 320,000; AID 434962, 2010;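 active means percent inhibition above the average of all tested compounds plus 3 SD, set per screening campaign, cut at about 16% in these data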;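 further: IDE supplied by intact live HEK cells; FP after avidin binding of uncleaved biotin substrate so inhibition keeps polarization high; 0% = DMSO wells and 100% = 60 µM reference IDE inhibitor Ii1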
IMP-1 inh = IMP-1 metallo-beta-lactamase inhibitors, primary screen, biochemical, epi-absorbance readout, Pseudomonas aeruginosa enzyme; inhibition, % at 5.6 µM; metallo-beta-lactamase IMP-1 (Pseudomonas aeruginosa); AID 1556, 2009; purified IMP-1, nitrocefin hydrolysis, epi-absorbance fluorescence; hit rate 0.45% among 290,000;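 active means inhibition above the mean plus 3 SD of all compounds in the same screening run, cut at about 4.5% in these data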;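 further: 0% = IMP-1 with DMSO and 100% = DMSO wells lacking enzyme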
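assay system = purified recombinant IMP-1 metallo-beta-lactamase enzyme | schedule = 15 min preincubation plus 25 min reaction at 25 °C | signal = Epi-absorbance fluorescence, 480 nm excitation, 530 nm emission | read-out basis = percent inhibition from optical density relative to buffer-blank wells | controls = IMP-1 with DMSO as 0%, enzyme-free DMSO as 100%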
* marks the source's active call; other numbers are inactive results; . = no result given.

SMILES	VIM-2 inhibitor	IDE cell activ	M18AAP inhibitor	pCIP destab	DNA FID counter	HCV NS3 hel inh	UBC9 SUMO inh	IDE inh	IMP-1 inh
COC(=O)c1nn(-c2ccc(OC)cc2)c(=O)cc1Oc1cccc(Cl)c1	-1.7	2.4	-2.5	-8.2	-9.6	2.6	5.8	4.2	-0.1
CCn1ncc(Br)c1C(=O)Nc1sc2c(c1C(N)=O)CCC2	-2.3	1.0	2.6	-4.2	-6.1	9.3	12.3	4.8	-4.0
CCOC(=O)C1(CC2CCCCO2)CCN(C(=O)Nc2ccccc2SC)CC1 (stereo not given)	-0.7	9.1	-1.0	0.2	-9.6	-11.8	-6.8	-0.6	0.3
CC(=O)Nc1ccc(C(=S)NCCCO)cc1	0.2	1.8	-6.4	2.4	-0.8	9.8	-8.4	1.0	-1.1
COc1ccc(C2C(C#N)=C(N)OC(C(C)(C)C)=C2C#N)cc1OC (stereo not given)	-0.8	-2.6	5.7	5.0	-2.5	8.5	-3.6	-3.2	-3.3
O=C1c2cc(N3CCCC3)c([N+](=O)[O-])cc2C(=O)N1c1ccccc1	0.2	1.0	-10.3	-14.6	-1.0	-1.6	3.4	-4.6	-2.1
CC1(C)CC2CC(C)(CN2S(=O)(=O)c2ccc(C(=O)Nc3cccc(S(=O)(=O)N4CCOCC4)c3)cc2)C1 (stereo not given)	0.1	-0.1	-3.4	-32.4	-22.0	7.2	2.5	-6.8	-0.5
CCCCc1nnc(NC(=O)c2cccc(S(=O)(=O)N3CCN(C)CC3)c2)s1	-1.7	-0.6	-8.6	3.3	8.4	-46.2	-7.3	5.2	-2.9
O=C(O)c1cc(-c2cccc([N+](=O)[O-])c2)n[nH]1	2.9	4.1	2.2	0.6	-1.4	8.6	4.0	-1.5	-2.8
CCn1cc(C(=O)NCc2ccco2)c(=O)c2ccc(C)nc21	-0.6	-3.1	-8.8	-18.1	-18.6	11.7	19.5	-5.0	-1.3
COc1ccccc1C(=O)Nc1cc2c(cc1C(=O)O)OCCCO2	-2.4	-3.6	0.4	1.4	-20.6	3.0	4.1	-3.5	-2.1
O=C(COc1cccc2ccccc12)N/N=C/C=C/c1ccccc1	-4.5	0.4	3.1	0.8	-5.9	2.9	1.4	7.3	-2.6
CCOC(=O)NCC(C)(C)CNC(=O)OCC	-1.5	-3.7	-0.1	-11.0	-0.1	3.9	22.2	-2.8	-0.1
Cc1ccc(OCCn2c(=O)sc3ccccc32)cc1	-0.4	2.7	-2.8	-4.0	-11.9	2.4	7.8	2.0	-0.5
COc1ccc(Cn2nnnc2CN2CCC(c3nc4ccccc4s3)CC2)cc1	1.2	3.4	-4.6	-10.7	-18.6	6.0	-4.9	5.2	-0.3

Some of these compounds in order of the IDE cell activ value, largest number first.
SMILES | VIM-2 inhibitor | IDE cell activ | M18AAP inhibitor | pCIP destab | HCV NS3 hel inh | UBC9 SUMO inh | IDE inh | IMP-1 inh
COc1ccc(Cn2nnnc2CN2CCC(c3nc4ccccc4s3)CC2)cc1 | 1.2 | 3.4 | -4.6 | -10.7 | 6.0 | -4.9 | 5.2 | -0.3
Cc1ccc(OCCn2c(=O)sc3ccccc32)cc1 | -0.4 | 2.7 | -2.8 | -4.0 | 2.4 | 7.8 | 2.0 | -0.5
CC(=O)Nc1ccc(C(=S)NCCCO)cc1 | 0.2 | 1.8 | -6.4 | 2.4 | 9.8 | -8.4 | 1.0 | -1.1

More results:
SMILES	VIM-2 inhibitor	IDE cell activ	M18AAP inhibitor	pCIP destab	DNA FID counter	HCV NS3 hel inh	UBC9 SUMO inh	IDE inh	IMP-1 inh
COc1ccc(CCN(Cc2cccs2)S(=O)(=O)c2ccc(C(=O)O)cc2)cc1OC	-0.8	4.0	-1.5	1.5	-18.6	17.0	11.5	-5.2	-1.5
CCCn1c(SCC(=O)Nc2nnc(CC)s2)nnc1-c1ccco1	2.3	5.3	-2.7	-5.9	-26.2	3.1	5.1	7.1	-1.7
O=C(c1cccc([N+](=O)[O-])c1)c1ccc2c(c1)C(=O)N(c1c[nH]c(=O)[nH]c1=O)C2=O	1.6	.	-2.2	-11.0	-7.4	-9.7	4.6	-2.5	-1.8
CN(CCNC(=O)c1cc2c(=O)n(C)c3ccccc3c2n1C)Cc1ccccc1	17.3*	1.1	-11.6	-2.8	13.3	-15.9	5.1	-3.5	-0.6
Brc1ccc(Cn2c(-c3ccc(Br)o3)nc3ccccc32)o1	1.8	-1.0	-12.8	-1.3	-14.4	-1.8	-5.6	.	-2.4
CCCCNc1nc2c(-c3ccccc3)nnn2c2ccccc12	-0.7	9.3	-6.0	-9.9	0.9	7.2	30.6	-1.4	-2.0
Cc1cc(C)c(NC(=O)COC(=O)/C=C/c2cccc(C(F)(F)F)c2)c(C)c1	-0.7	0.5	-0.4	-0.2	-0.3	-3.1	-3.4	2.8	-1.1
Cc1ccc(C(=O)Nc2cccc3ccccc23)cc1	-2.9	2.5	5.2	-0.7	-6.1	6.7	6.4	2.3	-3.1
Cc1onc(-c2c(Cl)cccc2Cl)c1C(O)c1ccccc1 (stereo not given)	-2.6	3.5	-0.2	-9.9	-14.9	1.6	-4.6	2.2	-4.6
O=C(NNC(=O)c1cc(-c2ccccc2)nc2ccccc12)Nc1cccc(Cl)c1	-2.5	1.6	-5.3	-5.2	5.9	-0.9	-5.7	0.5	-2.1
O=C(NC1CCCCC1)N(C1=NCCCCC1)c1ccc(Br)cc1	-1.8	-3.8	-7.2	7.4	-3.9	-2.0	-1.0	4.2	-2.2
CCOC(=O)c1ccc(CC(=O)c2ccc(O)cc2O)o1	-4.6	-2.3	8.0	0.5	-4.6	1.3	21.3	3.5	-2.5
CC(CCc1ccco1)N(C)S(=O)(=O)c1csc(C(N)=O)c1 (stereo not given)	-0.6	1.1	-2.9	-6.5	-8.8	-3.0	18.7	-0.3	-1.9
COc1ccc(NC(=S)NCCCN2CCCC2)cc1Cl	-1.6	2.0	14.6	2.3	-0.1	10.8	9.4	6.8	-2.7
CC(O)C(O)C(O)C(O)/C=N/NC(=O)c1ccccc1 (stereo not given)	-4.8	4.5	0.5	-8.5	-4.1	9.5	20.7	-2.1	-2.3
CC1CCC(NC(=O)c2nn(C)c3c2CS(=O)(=O)c2ccccc2-3)CC1 (stereo not given)	-1.3	4.9	2.4	-7.8	-35.3	6.2	-4.8	2.5	-4.0
CS(=O)(=O)N(Cc1ccc(Cl)cc1)c1ccc(C(=O)NCCSc2ccccn2)cc1	-2.0	1.1	-0.3	-8.3	-35.8	-17.5	10.7	4.6	-2.6
O=C(CNC(=O)Cc1ccc(Cl)cc1)NCC(=O)N1CCCCC1	-4.1	6.5	-0.3	-3.8	-3.7	0.9	-4.6	-1.4	-3.5
C=CCOc1ccc(/C=N/N2C(=O)C(CC(=O)Nc3ccc(F)cc3F)SC2=NC)cc1 (stereo not given)	-2.9	-0.1	0.7	-9.0	-0.1	-4.2	3.3	0.9	-3.9
COc1ccc(C2CC(C(F)(F)F)n3nc(C(=O)O)cc3N2)cc1 (stereo not given)	-4.3	0.7	-4.3	-1.1	-25.3	8.7	1.6	9.2	-5.1
CCOc1ccc(C(=O)NCC(=O)OCc2ccc(F)cc2Cl)cc1	-2.6	5.7	-2.3	-5.7	-16.2	-2.5	-10.2	0.1	-1.7
COc1ccc(Cl)cc1NC(=O)c1sc2nc(C)nc(N3CCOCC3)c2c1C	-2.0	3.5	2.9	-12.0	-1.8	-5.5	12.8	-1.1	-2.7
NC(CO)C(O)c1ccc([N+](=O)[O-])cc1 (stereo not given)	-3.3	1.1	0.3	3.4	-5.8	9.0	9.4	5.0	-0.6
COc1cccc(CNC(=O)C(C(=O)NCc2cccc(OC)c2)c2ncc(C(F)(F)F)cc2Cl)c1	-3.3	3.3	0.0	-12.3	0.8	2.2	2.3	5.8	-0.3
NC(=O)CSc1nc2cccnc2n1-c1ccc(F)cc1	-6.5	0.6	-8.2	-3.8	-7.2	11.8	16.1	.	-5.7
CCCCc1cc2c(s1)CCCC/C2=N/O	0.4	2.0	-5.7	1.4	-12.3	6.0	-0.5	-1.8	-2.2
CCN(CC)C(=O)C(C)N(C#N)c1nc(Cl)nc(N(C)C)n1 (stereo not given)	-1.8	-1.2	1.1	-5.9	31.3	1.9	1.1	-9.4	-3.3
Cc1cccc(N2CCN(C(=O)N3CCCCC3)CC2)c1C	0.1	-7.2	-1.1	-4.3	-38.9	-1.6	4.7	2.1	-3.4
CC(C)(C)NC(=O)CSc1nc(-c2ccccc2)cc(=O)[nH]1	-2.3	5.1	2.4	-0.6	-5.3	-1.7	25.1	-1.4	-3.0
CCNC(=S)/N=C(/Nc1ccc(OC)cc1)Nc1nc(C)cc(C)n1	-4.2	.	13.6	4.4	-5.7	-6.5	7.8	-8.1	-1.0
CCOC(=O)c1c(C)[nH]c(C(=O)OCc2c(C)noc2C)c1C	-1.6	-4.7	-5.6	-5.9	-16.9	-3.5	9.3	2.8	-2.9
FC(F)(F)c1cccc(Cc2noc(CN3CCC(c4ccncc4)CC3)n2)c1	-0.1	-5.8	-9.9	-25.6	-16.8	-5.9	12.6	-0.3	-0.3
c1cncc(Oc2cccc(Oc3cccnc3)c2)c1	0.9	2.7	-1.1	-1.7	-4.8	7.4	-5.1	3.4	-1.9
O=C(CC(=O)N/N=C/c1ccccc1O)NCc1cccnc1	-0.1	4.0	-11.0	-2.2	-4.7	1.4	15.1	-1.7	-1.3
CNC(=S)NCCCc1ccccc1	-1.9	-3.7	-1.1	-0.4	1.4	-7.8	6.9	-2.1	-2.0
O=C(/C=C/N1CCOCC1)c1cc2ccccc2o1	-1.4	-1.3	-8.8	-0.8	-10.8	-2.7	0.6	2.3	0.5
O=C(Nc1cccc(C(F)(F)F)c1)Oc1ccccc1N1CCOCC1	0.8	5.2	3.4	-7.2	-2.1	-8.8	16.0	14.4	-1.4
Cc1ccc(C(=O)N/C(=C/c2ccc(-c3cccc([N+](=O)[O-])c3)o2)C(=O)NC(C)(C)C)cc1	-2.5	4.9	0.2	-3.3	-20.3	29.0	5.4	-2.0	-3.1
O=C(/C=C/c1ccc2c(c1)OCO2)Nc1c(C(=O)O)[nH]c2ccccc12	-0.4	2.6	-6.0	5.2	-29.5	21.6	18.3	-2.5	-1.1
CCOC(=O)CNc1nc(-c2ccncc2)nc2ccccc12	-1.5	-5.7	0.2	-1.2	-13.3	-8.2	18.8	0.2	-2.9
CCc1nc(NCCO)c(C#N)c2c1CCCC2	3.2	3.8	-7.4	3.0	-11.2	-1.2	31.9	1.2	0.3
CCn1cc(C(=O)O)c(=O)c2cc(F)c(N3CCN(C(=S)NC(=O)c4c(OC)cccc4OC)CC3)cc21	3.8	8.9	5.9	-1.6	-36.1	17.7	11.1	-0.2	-2.8

Source: PubChem BioAssay
